Compound activity (PubChem BioAssay)
mcGAS inh – blocks mouse cGAS activity; Q8C6L5; hit rate 0.15% among 160,000; recombinant cGAS, Kinase-Glo ATP depletion luminescence; inhibition, % at 12.5 µM;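 further: 0% = negative control wells and 100% = reference inhibitor with no enzyme activity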
hcGAS inh – inhibitors of human cGAS | Q8N884 | inhibition, % at 12.5 µM | hit rate 0.081% among 290,000 | recombinant h-cGAS, ATP depletion, Kinase-Glo luminescence;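 further: 0% = vehicle reaction and 100% = reaction without DNA for no activity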
Target sequence (Q8N884 whole entry, looked up): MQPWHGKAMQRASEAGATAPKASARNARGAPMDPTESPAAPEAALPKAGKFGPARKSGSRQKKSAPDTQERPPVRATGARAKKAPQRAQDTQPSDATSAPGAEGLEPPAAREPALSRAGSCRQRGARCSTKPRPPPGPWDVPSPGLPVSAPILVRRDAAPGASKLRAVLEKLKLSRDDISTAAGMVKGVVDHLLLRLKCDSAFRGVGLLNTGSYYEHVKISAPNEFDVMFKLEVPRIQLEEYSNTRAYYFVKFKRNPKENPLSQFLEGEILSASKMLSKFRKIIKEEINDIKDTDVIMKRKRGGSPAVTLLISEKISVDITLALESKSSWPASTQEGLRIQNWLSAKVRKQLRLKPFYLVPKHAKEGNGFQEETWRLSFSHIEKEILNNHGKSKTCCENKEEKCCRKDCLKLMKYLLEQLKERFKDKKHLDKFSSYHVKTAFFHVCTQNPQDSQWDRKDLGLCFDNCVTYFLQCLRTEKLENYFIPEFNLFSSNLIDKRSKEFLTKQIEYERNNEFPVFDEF
NPYLR7 ag – activates Aedes aegypti NPYLR7 receptor; HEK293T NPYLR7/Galpha15, GCaMP6s calcium fluorescence; activation, % at 10 µM; hit rate 0.15% among 270,000; in the data active means activation above about 40%;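 further: 0% = vehicle and 100% = reference agonist at the receptor; some compounds past the cut are filed as inactive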
Active calls of the source: *; · = no result given. Unless noted, no stated cut-off is given here; in the data, active means inhibition above about 40%; inactive means the rest.

SMILES	mcGAS inh	hcGAS inh	NPYLR7 ag
Clc1ccc2nc(SCc3csc(Cc4ccc(Cl)c(Cl)c4)n3)oc2c1	-7	-6	5
CCCCCCn1c(NCCOC)nc2c1c(=O)[nH]c(=O)n2C	-7	-3	4
NCC(=O)Nc1ccc(-c2cccc(C(F)(F)F)c2)cc1F	-1	5	5
O=C(CN(C1CC1)S(=O)(=O)c1cccc(C(F)(F)F)c1)N(CCc1c[nH]c2ccccc12)Cc1ccc(C(F)(F)F)cc1	-6	-11	-4
COc1ccccc1-c1cccc(-c2cccc(NC(=O)CCc3ccccc3)c2)n1	-6	-4	-1
Cc1nn(C)cc1CN1CCOc2ccc(C3=Cc4ccccc4CC3)cc2C1	-8	-3	15
CCCc1nnc2c(=O)n(-c3cccc(OC)c3)ccn12	-8	-5	0
O=C(C1CCCN(Cc2ccco2)C1)N1C[C@H]2C[C@H](O)[C@H](O)C[C@H]2C1 (stereo partly specified)	-10	-5	4
Cn1c(=O)c(C(=O)Nc2ncccn2)c(O)c2ccccc21	-5	0	-6
CCS(=O)(=O)N1CCn2c(nc3ccccc32)C1	0	-2	7
COC1CCN(C(=O)C(N)=O)CC(=O)N(C)c2ccccc21 (stereo unspecified)	-8	-5	3
CCOC(=O)c1ccc(NC(=O)CSc2nnc(CNC(=O)c3ccco3)n2-c2ccccc2OC)cc1	-2	-6	13
C=CCNC(=O)c1ccccc1N1CCC(NC(=O)c2cc(F)cc(F)c2)CC1	0	-2	0
COc1ccc2nc(N(CCn3cccn3)C(=O)c3cccs3)sc2c1	-10	-3	-20
O=c1ccc(-c2ccccc2)nn1CCNS(=O)(=O)c1cccc(C(F)(F)F)c1	2	0	7
CCOC(=O)C1C(=N)OC2=C(C(=O)CCC2)C1c1ccc(Cl)cc1 (stereo unspecified)	-4	-3	1
CCCCC(O)CN(Cc1ccco1)Cc1c(CC)nn(-c2ccccc2)c1Oc1ccccc1 (stereo unspecified)	·	10	-2
COc1ccc(NC(=O)N(CC(=O)N(Cc2ccc(F)cc2)Cc2sccc2C)C2CCCCC2)c(OC)c1	-5	-7	1
COCCNc1nc(Oc2ccccc2)c2sccc2n1	·	-10	3
CCCN(CC(=O)N(Cc1ccc(F)cc1)Cc1ccco1)C(=O)Nc1ccc(C)c(Cl)c1	-6	-8	1
CC(C)C(=O)N(CCN(C)C)Cc1csc(COc2cc(Cl)ccc2Cl)n1	-6	-5	12
COc1ccc(-n2cc(-c3ccccc3)c3c(NCC(OC)OC)ncnc32)cc1	-9	-5	0
CS(=O)(=O)c1ncc(Cl)c(C(=O)O)n1	·	-5	13
CCc1nn2c(NCC3CCCO3)cc(C)nc2c1-c1ccccc1 (stereo unspecified)	-1	4	0
N#Cc1ccc(S(=O)(=O)N2CCCC2c2ccc3c(c2)OCCCO3)cc1 (stereo unspecified)	·	-4	9
CC(C)(CO)NC(=O)c1ccc(Cl)c(S(=O)(=O)N2CCCCC2)c1	-4	-6	-5
CN(Cc1cccn1C)C(=O)CNC(=O)c1ccc(F)c(F)c1	·	-8	4
Cc1ccc(C(=O)O)cc1S(=O)(=O)Nc1ccc2cnn(C(C)C)c2c1	·	8	7
CC(=O)N1CCC(NCc2ccc(-n3ccnc3C)cc2)CC1	·	-3	4
c1cc(-c2nc3c4c5c(sc4ncn3n2)CCCC5)ccn1	-3	-1	4
COc1ccc(-c2cccc(-n3cncc3C(=O)NC(C)c3ccc(Br)cc3)c2)cc1OC (stereo unspecified)	-5	-2	-2
CC(=O)NCCNC(=O)c1nnc2n1CCN(Cc1ccccc1)C2	·	-4	7
COc1ccc(N=c2oc3ccc(Br)cc3cc2-c2nc3ccccc3[nH]2)cc1	-9	-5	3
CCCOc1cccn2c(N(C)C(=O)c3ccccc3F)c(CC)nc12	-5	-5	-6
CCNC(=O)N1C[C@H](Oc2ccccn2)[C@H]2C[C@@H]1Cc1c2[nH]c2ccccc12	-7	-3	24
Cc1ccc(S(=O)(=O)NNC(=O)c2ccncc2)cc1[N+](=O)[O-]	5	-2	-3
CCNC(=O)c1cc(S(=O)(=O)N(C)C)ccc1N1CCCCC1	-7	0	2
CCCC(=O)NCC(=O)N1CCCC1(C)C	·	-20	-1
Cc1c2c(=O)n(-c3nc4ccccc4s3)[nH]c2cc(=O)n1Cc1ccc(F)cc1	0	-2	-4
N#CCOc1ccc(Cn2cnc3c(oc4ccccc43)c2=O)cc1	·	-4	3
Nc1nc2cccc(Cl)c2n1Cc1ccccc1	·	-9	6
CC1CN(c2ccc(CNc3snc(Cl)c3C#N)cn2)CCO1 (stereo unspecified)	·	-2	-15
Cc1nn(-c2ccccc2)c(C)c1C(=O)N1CCN(S(=O)(=O)c2cc(Cl)ccc2Cl)CC1	·	-5	10
O=C(Nc1ccc(-c2ccn[nH]2)cc1)C1CCCN(Cc2ccon2)C1 (stereo unspecified)	·	1	-6
CC(C)n1nc(-c2cc3cc(O)ccc3[nH]2)c2c(N)ncnc21	0	2	-10
Cc1ccc(-n2[nH]c(C(=O)Nc3ccnc4ccnn34)cc2=O)cc1	-7	68*	-1
Cc1cc2nc(CN(C)Cc3nc(-c4cc5c(cc4Cl)OCO5)oc3C)[nH]c2cc1C	-15	-2	6
Cc1nc(NCCNC(=O)Cc2ccccc2)cc(-n2cccn2)n1	-7	-2	35
COc1cccc(CN(CC(O)COCC(C)C)CC2CCCO2)c1 (stereo unspecified)	-5	-4	24
COC(=O)Cc1cc(=O)n2[nH]c(C)c(-c3ccc(Cl)cc3)c2n1	·	-7	-2
CCCCCCNC(=O)N1CCN(c2cnccn2)CC1	-10	-5	0
CCOC(=O)C1(CCc2ccccc2)CCCN(C(=O)Nc2cccc(C(C)=O)c2)C1 (stereo unspecified)	-8	-8	16
CCNC(=O)[C@@H]1C[C@@H](N)CN1S(=O)(=O)c1ccccc1C(F)(F)F	-16	-3	2
CC(C)c1nn(-c2ccc(Cl)cc2)c(C(C)C)c1C(=O)N1CCCC1	-11	-7	·
OCC1(Cc2ccccc2Cl)CCN(CC#Cc2ccccc2)CC1	·	-6	4
COc1ccc(Br)cc1C1CC(c2ccc(F)cc2)=Nc2ncnn21 (stereo unspecified)	·	2	0
C/C(=C\c1ccccc1)c1c(-c2ccccc2)ncn1CC(O)CO (stereo unspecified)	·	2	-7
O=C1CC(c2ccccc2)Cc2nc(N3CCN(c4ccccn4)CC3)ncc21 (stereo unspecified)	·	-6	0
CCOC(=O)c1nn(-c2ccccc2C)c(=O)cc1NC(=O)c1ccccc1	-6	2	·
Cc1ccc(CN(C)Cc2cnc(S(C)(=O)=O)n2CC2CCCO2)o1 (stereo unspecified)	·	1	10

2 of these compounds, reformatted:
Results follow in this order: mcGAS inh, hcGAS inh, NPYLR7 ag
- COC(=O)Cc1cc(=O)n2[nH]c(C)c(-c3ccc(Cl)cc3)c2n1
 : ·, -7, -2
- CCCc1nnc2c(=O)n(-c3cccc(OC)c3)ccn12
 : -8, -5, 0

Remaining list, next part:
SMILES	mcGAS inh	hcGAS inh	NPYLR7 ag
Cc1ccc(NC(=O)NCCCn2ncccc2=O)c(C)c1	-10	-10	-9
CS(=O)(=O)NC1=NCN(Cc2ccco2)CN1	-8	-5	7
COCCN1CCCC(O)(CN2CCC(c3nc(C(C)C)no3)CC2)C1=O (stereo unspecified)	·	-5	23
O=C(Nc1cnn(-c2ccc(C(=O)N3CCN(c4ccccc4F)CC3)cc2)c1)C1CCOC1 (stereo unspecified)	-14	-8	2
CC(C)CNC(=O)NC(=O)C(C)Sc1nnnn1C1CC1 (stereo unspecified)	·	-7	-2
COc1ccccc1CNC(=O)CSc1nccn2nc(-c3ccccc3)cc12	-10	-6	-1
N#Cc1cccc(S(=O)(=O)NC2CCC3CCCCC3C2)c1 (stereo unspecified)	·	-3	10
O=C(NCCn1cc(SCC(=O)N2CCOCC2)c2ccccc21)c1ccc(Cl)cc1	·	-5	-1
NS(=O)(=O)c1nn2cc(-c3ccccc3)nc2s1	·	1	-21
COc1ccc(CN(C)c2c(C)nc3c(OCC4CCCCC4)cccn23)cc1	-3	-5	8
CC(NC1CCN(c2ccc(C(=O)NCc3cccnc3)cc2)CC1)c1cccs1 (stereo unspecified)	-28	-6	7
Cc1cc(NC(=O)Cn2c3c(sc2=O)CCCCC3)n(C)n1	·	-7	5
C=CC[C@@H]1CC=C[C@@H](C)N1C(=O)C1(Cn2cccn2)CC1	·	-5	24
O=C(O)CNC(=O)C1CC1	·	-2	10
CCOc1ccc(-c2nc(C(N)=O)c3[nH]c(=O)n(-c4cccc(OC)c4)c3n2)cc1OC	·	-11	13
c1cc(-c2nccn2CCn2cccn2)c2nonc2c1	-14	-8	·
Cn1c(=O)c2c(ncn2CC(=O)Nc2ccnn2C2CCCC2)n(C)c1=O	·	-7	1
CCC(C)N(CC(=O)N(Cc1ccccc1)Cc1ccc(C)s1)C(=O)Nc1cccc(Br)c1 (stereo unspecified)	-5	-8	5
CCOC(=O)c1nn(-c2ccccc2C)c(=O)cc1OS(=O)(=O)c1ccccc1	-7	-10	-2
CSc1nc(-c2ccco2)nn1C(=O)c1cccs1	·	-8	3

An excerpt from above in order of number of heavy atoms, rising.
SMILES	mcGAS inh	hcGAS inh	NPYLR7 ag
O=C(O)CNC(=O)C1CC1	·	-2	10
CS(=O)(=O)NC1=NCN(Cc2ccco2)CN1	-8	-5	7
NS(=O)(=O)c1nn2cc(-c3ccccc3)nc2s1	·	1	-21
CSc1nc(-c2ccco2)nn1C(=O)c1cccs1	·	-8	3
C=CC[C@@H]1CC=C[C@@H](C)N1C(=O)C1(Cn2cccn2)CC1	·	-5	24
Cc1ccc(NC(=O)NCCCn2ncccc2=O)c(C)c1	-10	-10	-9
Cn1c(=O)c2c(ncn2CC(=O)Nc2ccnn2C2CCCC2)n(C)c1=O	·	-7	1
COc1ccc(CN(C)c2c(C)nc3c(OCC4CCCCC4)cccn23)cc1	-3	-5	8
CC(NC1CCN(c2ccc(C(=O)NCc3cccnc3)cc2)CC1)c1cccs1 (stereo unspecified)	-28	-6	7
O=C(NCCn1cc(SCC(=O)N2CCOCC2)c2ccccc21)c1ccc(Cl)cc1	·	-5	-1
CCOc1ccc(-c2nc(C(N)=O)c3[nH]c(=O)n(-c4cccc(OC)c4)c3n2)cc1OC	·	-11	13
CCC(C)N(CC(=O)N(Cc1ccccc1)Cc1ccc(C)s1)C(=O)Nc1cccc(Br)c1 (stereo unspecified)	-5	-8	5
O=C(Nc1cnn(-c2ccc(C(=O)N3CCN(c4ccccc4F)CC3)cc2)c1)C1CCOC1 (stereo unspecified)	-14	-8	2

(continued)
SMILES	mcGAS inh	hcGAS inh	NPYLR7 ag
Cc1cccc(OCc2nc(C(=O)NCc3cccnc3)cs2)c1C	-5	-8	17
Cc1ccc(CN2CCOCC2)cc1NC(=O)Cc1ccc(F)cc1	·	-5	4
O=C(CCc1ccccc1)Nc1ccnn1C1CCN(CC2CC=CCC2)CC1 (stereo unspecified)	-11	-7	-6
Cc1n[nH]c(C)c1CNC(=O)C(C)N(c1ccccc1)S(C)(=O)=O (stereo unspecified)	-12	-7	6
COc1ccccc1-n1c(SCc2nc(C(=O)N3CCC(n4c(=O)[nH]c5ccccc54)CC3)cs2)nnc1-c1cccnc1	-5	-3	24
CCCCc1cc(=O)[nH]c(-c2ccc(CN3C[C@@H](C)O[C@@H](C)C3)cc2)n1	-20	-1	7
O=C(NCCNC(=O)[C@H]1CCCN1C(=O)COc1ccc(Cl)cc1)c1ccccc1	-2	-2	-1
CC1CN(C(=O)C(=O)Nc2ccc(F)c(C#N)c2)CC(C)(C)O1 (stereo unspecified)	·	-6	5
C#CC(C)(CC)NC(=O)c1cc2ncc(Br)cn2n1 (stereo unspecified)	·	-5	1
Oc1c2cccnc2cn1CCC(c1ccccc1)c1ccco1 (stereo unspecified)	·	-7	-2
CCOC(=O)C(=O)N(C)c1ccc(-c2onc3c2CCc2ccccc2-3)cc1	-7	-4	2
Cc1[nH]nc(CCC(=O)N2CCCC3(CC2)CNC(=O)O3)c1C (stereo unspecified)	-10	-1	1
COC(=O)c1cn(CC(=O)Nc2ccc(OC(F)F)cc2)c(C)n1	·	-9	15
CN1CCC2(CCN(C(=O)CN3CCNCC3)CC2)C1	·	-5	10
CN(CCC(=O)NC(N)=O)c1ccc(C(C)(C)C)cc1	·	-5	0
COc1cc2c(cc1OC)C(CNC(=O)C1CCCC1)N(Cc1ccccc1F)CC2 (stereo unspecified)	-7	-5	-2
COc1ccccc1N1CCN(C(=O)Cn2cnc3c([nH]c4ccccc43)c2=O)CC1	-9	-5	·
Cc1nc(C)c(CC(=O)N2CCC(O)(c3ccccc3C)C2)c(=O)[nH]1 (stereo unspecified)	·	-6	10
CC(=O)Nc1ccc(-n2c(CCC(=O)NCc3c(F)cccc3Cl)ccc2-c2ccc(F)cc2)cc1	-8	-3	0
CC(=O)c1ccc(N2CCOc3c(O)cc(-c4nc(C)cnc4C)cc3C2)nc1	·	-3	22
COc1ccc2c(c1)C1(CC(=O)N(Cc3ccccc3)C1=O)C(=O)N2CCCCOc1ccccc1 (stereo unspecified)	-4	-7	10
CCC(C(=O)N1CCC2(CC1)NC(=O)c1ccc(Cl)cc1N2)c1ccccc1 (stereo unspecified)	-6	-6	-1
COc1ccc(-c2ccc(CCC(=O)NC3CC3)n2-c2ccc(SC)cc2)cc1	-5	2	0
COC(=O)CC(NC(=O)c1cc2ccccc2oc1=O)c1ccccc1 (stereo unspecified)	·	0	11
COc1ccc(Nc2ncnc3c2cnn3Cc2ccc(C)cc2)cc1	-2	3	0
COc1ccccc1C(=O)C1CCCN(c2ccc(-c3nc(C)no3)cn2)C1 (stereo unspecified)	-11	-8	0
COCCCNC(=O)c1nn(-c2ccc(F)cc2)c(=O)n(Cc2ccccc2F)c1=O	-4	-4	9
O=C(COc1ccc(Cl)cc1)NNC(=O)C1COc2ccccc2O1 (stereo unspecified)	·	-7	-1
COc1cccc2ccc(-c3nccn3CC3CC(=O)N(C4CC4)C3)nc12 (stereo unspecified)	-4	-5	5
CCCC(NC)c1ccccn1 (stereo unspecified)	·	-8	20
